Bioassay records: PubChem, NCI
Growth percent in the NCI-60 one-dose screen (48 h, 10 µM unless noted): 100 = growth as untreated, 0 = no growth, -100 = all killed.
EKVX = EKVX NSCLC. actives 3% (n = 71,000). AID 1794765
SK-MEL-2 = SK-MEL-2 melanoma | actives 4.7% (n = 77,000)
HOP-62 = HOP-62 NSCLC; AID 1794735; actives 3.9% (n = 80,000)
SK-MEL-28 = SK-MEL-28 melanoma; actives 4.1% (n = 81,000)
SK-MEL-5 = SK-MEL-5 melanoma; actives 6.4% (n = 80,000)
HOP-92 = HOP-92 NSCLC cells; actives 6.3% (n = 71,000); AID 1794738
A549/ATCC = A549/ATCC NSCLC; actives 3.7% (n = 81,000); AID 1794740
M14 = M14 melanoma. actives 6.2% (n = 80,000)
Starred values were filed as active, the others as inactive; · = no result given; & = joins results of further samples. The calls were made as follows: active = growth percent below 10; inactive = the rest. Outcome played no part in choosing rows; 11% or so of the library scored in one or more.

SMILES,A549/ATCC,EKVX,HOP-92,SK-MEL-5,SK-MEL-2,HOP-62,SK-MEL-28,M14
CCCCNc1ccc2c3c(cccc13)C(=O)N(NCC(O)COc1ccc3c(C)cc(=O)oc3c1)C2=O (stereo unspecified),87,77,78,78,97,97,103,91
CC(C)(C)c1ccc(C(=O)Nc2c3c(nn2-c2cccc(Cl)c2)CSC3)cc1,95,·,90,105,94,101,104,101
CCCCCCCCCCCCCCCCCCOCC(COP(=O)([O-])OCC[N+](C)(C)C)OC (stereo unspecified),98,119,60,63,101,44,·,·
CCOC(=O)CC(=O)Nc1sc(CC)cc1C(=O)OCC,78,95,82,93,107,65,113,107
CCCCC1COc2cccc3c(SCC(=O)N(C)c4ccc(C(F)(F)F)cc4)cc[n+]1c23 (stereo unspecified),101,118,106,·,104,102,107,·
Clc1ccc2c(ncn2Cc2ccccc2)n1,103,·,67,103,99,80,106,98
Oc1[nH]c2ccccc2c1/C=c1/cc2c(c(-c3ccc(C(F)(F)F)cc3)n1)=Nc1ccccc1-2,57,52,21,57,55,85,53,34
Oc1c(C(Nc2ccccc2Br)c2ccccc2)ccc2cccnc12 (stereo unspecified),23,23,·,2.4*,12,20,39,-14*
O=C1C(/C=N\C(=S)NCc2ccccc2)=C(O)c2ccccc21,83,89,92,94,86,80,113,101
CN(c1ccc(C2=NCCN2)cc1)S(=O)(=O)c1cccc(S(=O)(=O)N(C)c2ccc(C3=NCCN3)cc2)c1,99,109,112,100,104,107,119,103
O=[N+]([O-])c1ccc2c(c1)CCN2,112,109,·,103,92,98,116,98
COc1cc(Nc2c3ccc(Cl)cc3nc3ccc(OC)cc23)c2ncccc2c1,34,39,-0.9*,33,79,50,50,50
Cc1ccc(Oc2nc3sc4cccc(Cl)c4n3c(=N)c2C#N)cc1,101,99,95,105,108,102,116,102
CCCCCCCCCCCCCCCc1cc(O)ccc1[N+](=O)[O-],97,·,60,76,·,96,102,93
O=C(Cc1ccc(NS(=O)(=O)c2ccccc2)cc1)N1CCN(c2ccc(F)cc2)CC1,96,80,88,91,105,99,104,103
COc1cc2c3c(n(C4CCNCC4)c(=O)c2cc1OC)-c1cc2c(cc1C3=O)OCO2,-54*,-68*,·,-89*,76,·,-5.7*,-76*
Clc1ccc2nc(-c3ccc(-c4nnc(SCc5ccccc5)o4)cc3)[nH]c2c1,115,93,94,92,102,106,101,84
Cn1c2nc3ccccc3c-2nc2ccccc21,86&96,81,79&78,66&82,112&113,85&80,106&113,100&108
O=C(O)c1cccc(-c2ccc(/C=N/NC(=O)c3[nH]c4ccc(Br)cc4c3-c3ccccc3)o2)c1,100,86,69,84,61,69,53,66
COc1ccc(Cn2cc3c(c2-c2ccccc2)CCc2cnoc2-3)cc1N,29,17,64,8.5*,41,·,64,18
C/C(=N\NC(=O)c1ccncc1)c1ccc(Cl)cc1,112,125,84,109,118,111,97,122
COc1cc(/C=N/NC(=O)c2cnn3c2NC(c2ccccc2)C3)ccc1OC1CCCC1 (stereo unspecified),41,45,46,26,19,35,40,23
CCN(CC)CCNC(=O)Nc1ccc(Oc2ncnn3cc(C(C)(C)O)c(C)c23)cc1Cl,103,90,72,91,104,98,103,95
Cc1cc(N=Nc2ccc(-c3ccc(N=Nc4ccc(O)c(C(=O)O)c4)cc3)cc2)c(N)cc1N,99,93,105,106,94,99,115,104
Cc1nn(-c2ccccc2)c2nc(Cl)c(/C=C/C(=O)c3ccc(Cl)cc3)c(-c3ccc(Cl)cc3)c12,100,111,94,112,124,110,105,105

Some entries already given, showing only EKVX, SK-MEL-2 and M14:
smiles | EKVX | SK-MEL-2 | M14
Cc1nn(-c2ccccc2)c2nc(Cl)c(/C=C/C(=O)c3ccc(Cl)cc3)c(-c3ccc(Cl)cc3)c12 | 111 | 124 | 105
Oc1[nH]c2ccccc2c1/C=c1/cc2c(c(-c3ccc(C(F)(F)F)cc3)n1)=Nc1ccccc1-2 | 52 | 55 | 34

(listing goes on)
SMILES,A549/ATCC,EKVX,HOP-92,SK-MEL-5,SK-MEL-2,HOP-62,SK-MEL-28,M14
CC1=C(C)C(=O)C(N2CCC(Cc3ccccc3)CC2)=CC1=O,84,91,61,67,83,92,91,83
Cc1ccc(-c2cn3cc([N+](=O)[O-])ccc3n2)cc1,85,67,110,59,71,91,94,72
O=C(O)c1ccc(-n2cc(/C=N/Nc3ccccc3F)c(-c3ccc(O)cc3)n2)cc1,87,70,96,78,91,92,97,74
Clc1ccc2c(c1)Nc1ccccc1S2,89,79,·,87,100,85,97,110
Cn1cc(-c2nc(-c3ccsc3)cs2)c2cc(F)ccc21,81,63,·,78,82,·,99,87
Clc1ccc(/C=C(/C2=NCCN2)n2cnc3ccccc32)cc1,106,98,82,102,·,97,104,96
CC1(C)CC[C@]23CC[C@]4(C)[C@H](CC[C@@H]5[C@@]6(C)CC[C@H](OCCC#N)C(C)(C)[C@@H]6CC[C@]54C)[C@H]2[C@H]1OC3=O,90,103,92,101,93,89,104,103
N#C/C(=C\c1ccc(F)cc1)n1nc2cccc(F)c2n1,79,71,6.9*,73,59,76,53,26
CCN1c2ccccc2C(Cl)(c2ccc(N(C)C)cc2)c2ccccc21,83,69,60,79,81,74,86,73
CCOC(=O)c1nc(Nc2ccc(NC(=O)Nc3cccc(C(F)(F)F)c3)cc2)c2ccccc2n1,114,106,113,102,103,96,103,101
Nc1n[nH]c2ccc([C@@H]3Nc4ccc5[nH]ncc5c4[C@H]4[C@H]5CCC(C5)[C@H]43)cc12,19,40,34,17,29,36,58,8.3*
COc1ccc(C(=O)NCc2ccc(OCC(=O)NO)c(OC)c2)cc1,106,101,107,102,104,100,111,115
COc1ccc(Nc2nc(C3CC3)cs2)cc1,93,94,98,·,93,107,102,108
CN(C)CCNC1CCc2c(c(C(=O)N(C)Cc3ccccc3)nn2C)C1 (stereo unspecified),76,96,130,101,103,102,108,104
O=c1c2c3c(sc2nc(N/N=C/c2ccc([N+](=O)[O-])cc2)n1Cc1ccccc1)CCCC3,86,93,77,88,117,82,119,90
CCC(SCC(N)=O)(C(=O)O)c1ccccc1 (stereo unspecified),96,100,99,99,·,89,100,98
Cc1ccc(F)c(N)c1,98,·,101,102,134,105,111,100
Cc1ccc(S(=O)(=O)NCCCNc2nccc(-c3c(-c4cccc([N+](=O)[O-])c4)nc4sccn34)n2)cc1,48,58,73,11,50,77,73,43
Cc1ccc2c(c1)C(C)Cc1c(Cl)nc(-c3ccccc3)nc1N2C (stereo unspecified),93,112,90,100,101,93,109,90
CCCCC(=O)OCCC,104,·,82,99,121,106,102,104
O=C(NCn1c(=O)[nH]c2ccccc2c1=O)N1CCOCC1,101,88,98,101,104,100,100,104
NNC(=O)CSc1nc2ccccc2c(=O)n1CCc1ccc(S(N)(=O)=O)cc1,114,102,·,94,·,105,104,101
COc1cc(Cn2cc3c(c2-c2ccccc2)CCCc2cnoc2-3)cc(OC)c1OC,91,80,87,97,97,97,100,93
Cc1ccn2c(C(C)O)nnc2c1 (stereo unspecified),99,·,67,95,111,93,111,97
COc1cc(N=Nc2ccccc2OC)ccc1N,82,·,98,99,118,·,97,99

Overlap with the part before: five compounds; new compounds follow.
SMILES,A549/ATCC,EKVX,HOP-92,SK-MEL-5,SK-MEL-2,HOP-62,SK-MEL-28,M14
O=C(NCn1c(=O)[nH]c2ccccc2c1=O)N1CCOCC1,101,88,98,101,104,100,100,104
NNC(=O)CSc1nc2ccccc2c(=O)n1CCc1ccc(S(N)(=O)=O)cc1,114,102,·,94,·,105,104,101
COc1cc(Cn2cc3c(c2-c2ccccc2)CCCc2cnoc2-3)cc(OC)c1OC,91,80,87,97,97,97,100,93
Cc1ccn2c(C(C)O)nnc2c1 (stereo unspecified),99,·,67,95,111,93,111,97
COc1cc(N=Nc2ccccc2OC)ccc1N,82,·,98,99,118,·,97,99
Cc1nn(C)c(Cl)c1[N+](=O)[O-],98,132,88,106,83,106,104,108
Cc1cc(C(=O)Nc2cccc(-n3cc(-c4ccncc4)c(-c4ccc(Cl)c(O)c4)n3)c2)ccc1Br,95,·,98,94,106,98,94,90
Fc1cc(-c2nnc3sc(COc4ccc(Cl)cc4Cl)nn23)c(Cl)cc1Cl,97,95,·,100,95,88,113,100
CN1C(=O)C(C2=NN(c3ccc(Cl)cc3)C(c3ccc(F)cc3)C2)C(=O)N(C)C1=O (stereo unspecified),83,92,98,97,105,111,95,82
COc1ccc(S(=O)(=O)NCCNc2cc(-c3c(-c4cccc(OC)c4)nc4sccn34)ccn2)cc1,92,81,80,95,103,104,107,111
O=C(OCC(O)CO)c1ccccc1Nc1ccnc2cc(Cl)ccc12 (stereo unspecified),·,88,58,99,122,95,116,105
COc1cc(C(O)CCBr)c(OC)cc1C (stereo unspecified),90,77,70,95,90,90,99,88
O=C(N[C@H]1C(O)[C@H](O)C(CO)O[C@H]1O)NS(=O)(=O)c1ccc(Br)cc1 (stereo partly specified),111,99,102,100,109,·,100,101
COc1cc(/C=C/C(=O)c2ccc(NC(=O)c3cc4cc5cc(C)ccc5nc4s3)cc2)cc(OC)c1OC,95,97,117,85,111,106,110,100
Cc1[nH]nc2ccc3nc(-c4cnn(CCO)c4)c4c(c3c12)CCCC4,49,27,36,32,21,66,76,27
COc1ccc(/C(=C/c2ccccc2[N+](=O)[O-])C(=O)O)cc1,98,97,96,113,101,92,114,109
Cn1cc(-c2nnc(-c3cn(C)c4ncccc34)s2)c2ccccc21,58,71,30,64,80,66,77,93
CC(=O)c1cc2c(N)c(C(=O)Nc3ccnc4ccccc34)sc2nc1C,101,99,78,79,105,109,106,102
OC(c1ccc(F)c(C(F)(F)F)c1)c1cnccc1NC1CCCCC1 (stereo unspecified),70,69,40,49,90,86,85,78

Three entries from above, with values under each structure:
Each structure is followed by: A549/ATCC	EKVX	HOP-92	SK-MEL-5	SK-MEL-2	HOP-62	SK-MEL-28	M14
COc1ccc(S(=O)(=O)NCCNc2cc(-c3c(-c4cccc(OC)c4)nc4sccn34)ccn2)cc1
  92	81	80	95	103	104	107	111
O=C(OCC(O)CO)c1ccccc1Nc1ccnc2cc(Cl)ccc12 (stereo unspecified)
  ·	88	58	99	122	95	116	105
Cc1[nH]nc2ccc3nc(-c4cnn(CCO)c4)c4c(c3c12)CCCC4
  49	27	36	32	21	66	76	27

Laid out differently: results already given
> O=C(N[C@H]1C(O)[C@H](O)C(CO)O[C@H]1O)NS(=O)(=O)c1ccc(Br)cc1 (stereo partly specified)
  A549/ATCC = 111
  EKVX = 99
  HOP-92 = 102
  SK-MEL-5 = 100
  SK-MEL-2 = 109
  HOP-62 = ·
  SK-MEL-28 = 100
  M14 = 101
> COc1cc(/C=C/C(=O)c2ccc(NC(=O)c3cc4cc5cc(C)ccc5nc4s3)cc2)cc(OC)c1OC
  A549/ATCC = 95
  EKVX = 97
  HOP-92 = 117
  SK-MEL-5 = 85
  SK-MEL-2 = 111
  HOP-62 = 106
  SK-MEL-28 = 110
  M14 = 100
> Cc1[nH]nc2ccc3nc(-c4cnn(CCO)c4)c4c(c3c12)CCCC4
  A549/ATCC = 49
  EKVX = 27
  HOP-92 = 36
  SK-MEL-5 = 32
  SK-MEL-2 = 21
  HOP-62 = 66
  SK-MEL-28 = 76
  M14 = 27
